# Assay outcomes: PubChem, several laboratories
# ssDAF12 agonist: S. stercoralis DAF-12 activation, primary screen; HEK293 ssDAF-12/GRIP1 lit1-tk-luc reporter, luminescence; % of 3 µM dafachronic acid response; activation, % at 6.8 µM; hit rate 1% among 370,000; AID 652126;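 active = activation above the mean over all tested compounds plus 3 SD, cut at about 0.9% in these data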;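 also: 0% = DMSO-only wells and 100% = 3 µM delta7-dafachronic acid wells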
# DAX1 inh-1: inhibits human nuclear receptor DAX1 | HEK293 Gal4-DAX1 luciferase reporter, luminescence | inhibition, % at 6.75 µM | hit rate 0.99% among 340,000 | AID 504766;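 active = inhibition above the mean over all tested compounds plus 3 SD, cut at about 4.2% in these data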;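 also: 0% = DAX1-transfected cells with DMSO and 100% = empty-vector control cells with DMSO; inhibition shows as a rise in luminescence from relieved DAX1 repression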
# PG9 binder: PG9 antibody binding by small molecule; TR-FRET gp120-PG9 antibody binding; inhibition, % at 6.7 µM; hit rate 0.43% among 360,000; AID 624416; in the data active = inhibition above about 8.5%
# Rev-erbA mod: modulators of human Rev-erb alpha DNA binding; P20393; AID 1259318; activity, % at 10 µM; hit rate 0.79% among 370,000; Rev-erbα–FITC-DNA binding, fluorescence polarization, 90 min;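 active = activity above about 14%, limit read from the data; passing the limit was not always enough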;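 also: 0% = DMSO wells with 35 nM protein and 100% = DMSO wells with 750 nM protein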
# PLC-beta3 inh: blocks human PLC-beta3 enzyme activity. inhibition, % at 12.2 µM. Q01970. hit rate 0.18% among 370,000. Purified PLC-beta3, fluorogenic substrate, fluorescence; in the data active = inhibition above about 11%;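 also: 0% = median of compound wells on plate and 100% = full blocker control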
# HGIII-sPLA2 inh: Inhibits HGIII-sPLA2 liposome hydrolysis, primary screen; QFRET BODIPY PC-A2 liposome hydrolysis, fluorescence; inhibition, % at 12.2 µM; Q9NZ20; hit rate 0.56% among 370,000;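 active = inhibition above mean plus 3 SD of compounds lying within the high and low control bounds, cut at about 19% in these data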;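 also: 0% = median of test compound wells and 100% = no enzyme DMSO wells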
# Target sequence (Q9NZ20 whole entry, looked up): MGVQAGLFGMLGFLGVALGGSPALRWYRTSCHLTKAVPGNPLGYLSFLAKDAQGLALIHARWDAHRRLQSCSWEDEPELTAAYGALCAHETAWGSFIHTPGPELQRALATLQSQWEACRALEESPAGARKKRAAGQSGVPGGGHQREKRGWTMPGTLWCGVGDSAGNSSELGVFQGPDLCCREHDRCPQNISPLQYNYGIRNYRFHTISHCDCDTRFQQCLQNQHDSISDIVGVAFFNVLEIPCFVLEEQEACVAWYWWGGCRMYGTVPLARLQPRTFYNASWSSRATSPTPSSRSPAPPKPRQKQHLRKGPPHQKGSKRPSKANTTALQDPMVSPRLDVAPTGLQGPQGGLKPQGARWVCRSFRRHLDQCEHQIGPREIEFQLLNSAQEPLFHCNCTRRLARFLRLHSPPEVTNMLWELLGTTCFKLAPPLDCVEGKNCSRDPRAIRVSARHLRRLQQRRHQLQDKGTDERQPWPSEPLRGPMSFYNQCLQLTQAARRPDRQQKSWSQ
# hcDAF12 agonist: activators of H. contortus DAF-12 nuclear receptor. hit rate 1.4% among 370,000. activation, % at 6.8 µM. AID 652067. HEK293 hcDAF-12 lit1-tk-luc reporter, luminescence; 0% DMSO, 100% Δ7-dafachronic acid;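 active = activation above the mean of all tested compounds plus 3 SD, cut at about 5.5% in these data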;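 also: 100% = response to 3 µM Δ7-dafachronic acid high control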
# FXN GAA850 act: frataxin GAA850 promoter activation. HEK293 lucGAA850 FXN promoter luciferase reporter, 24 h; percent of 10 µM SAHA response. activation, % at 6 µM. hit rate 0.56% among 360,000. AID 540364;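 active = activation above the average of all compounds screened plus 3 SD, cutoff fixed separately per campaign, cut at about 7.5% in these data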;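 also: 0% = DMSO wells and 100% = 10 µM SAHA wells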
# SMARCA2 act: activators of SMARCA2 function; MG213 cells, MMTV-luciferase reporter, dexamethasone, overnight; AID 652017; activation, % at 9.1 µM; hit rate 1% among 370,000; in the data active = activation above about 7.8%;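 also: 0% = vehicle wells and 100% = reference activator wells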
# DAX1 inh-2: inhibitors of DAX1 repression of SF-1 activated StAR promoter; HEK293T StAR-luciferase reporter, SF-1/DAX-1 repression relief; inhibition, % at 6.8 µM; hit rate 1.1% among 370,000; AID 652010;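 active = inhibition above the mean over all tested compounds plus 3 SD, cut at about 3.6% in these data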;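 also: 0% = DAX-1 cells with DMSO and 100% = cells lacking DAX-1 with DMSO; higher inhibition means more luminescence from relief of DAX-1 repression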
# hgDAF-12 ag: hgDAF-12 agonism, primary luciferase screen | HEK293 GAL4-hgDAF12 UAS-luciferase reporter, agonist luminescence; normalized to butyrate control | activation, % at 6.8 µM | hit rate 1.8% among 370,000 | AID 687014;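 active = activation above a cutoff set at the mean of all screened compounds plus 3 SD, cut at about 10% in these data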;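 also: 0% = DMSO wells and 100% = sodium butyrate wells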
# Numbers without * were called inactive.
SMILES,ssDAF12 agonist,DAX1 inh-1,PG9 binder,Rev-erbA mod,PLC-beta3 inh,HGIII-sPLA2 inh,hcDAF12 agonist,FXN GAA850 act,SMARCA2 act,DAX1 inh-2,hgDAF-12 ag
Cc1ccc(S(=O)(=O)N2CCC(C(=O)N3CCc4ccccc43)CC2)cc1C,-0.6,-0.5,-2.6,2,-6,6,1.1,-1.7,1,1.1,2.3
CCOCCCNC(=O)C1CCN(S(=O)(=O)N2CCCCC2)CC1,-1.7,0.6,-0.1,1,1,3,-1.3,2.9,2,0.1,-0.4
COC(=O)c1sc2nc(SCc3ccccc3C)n(N)c(=O)c2c1C,-0.9,-0.8,-0.9,107*,4,2,0.7,0.9,1,-0.8,-1.7
COc1ccccc1CC(O)CC1c2c(cc3c(c2OC)OCO3)CCN1C (configuration not stated),-1.2,-1.3,-1.6,1,-8,-3,3.6,-1.6,-1,-0.5,-1.5
O=c1[nH]c(C2CCN(S(=O)(=O)c3ccccc3C(F)(F)F)CC2)nc2c1nnn2Cc1cccc(F)c1,-0.9,-0.2,-2.1,-5,-4,-4,-1.1,2.9,-1,0.2,-2.6
Cc1ccc(S(=O)(=O)N2CCN(C(=O)c3ccccc3)C2C(C)C)cc1 (configuration not stated),-0.9,-1.1,-1.9,-1,-2,0,-0.9,2.5,2,-0.1,-0.4
CCOC(=O)c1c(NC(=O)C2C3C=CC(C3)C2C(=O)O)sc2c1CCC(CC)C2 (configuration not stated),0.3,1.0,1.8,-25,2,-33,-0.7,0.9,-3,1.4,-4.5
COc1ccc(N2CCN(C(=O)c3ccc4c(Cl)c5c(nc4c3)CCCC5)CC2)cc1,-0.6,0.9,-1.0,0,-10,-17,-1.6,-2.8,5,0.3,-0.1
O=C1CC(Nc2cc(=O)[nH]c(=O)[nH]2)C(=O)N1c1ccccc1Cl (configuration not stated),-1.4,-0.2,-0.5,0,-5,0,-1.7,0.4,-2,0.3,8.8
CCCCCCN1C[C@H](O)[C@@H](n2cc(-c3ccc(F)cc3)nn2)C[C@@H]1c1ccccc1,-0.9,2.0,-1.2,4,0,-18,0.7,1.1,-1,-1.2,2.4
CCOC(=O)c1sc(NC(=O)CCCn2nc([N+](=O)[O-])c(Cl)c2C)c(C(=O)OCC)c1C,-0.9,-0.5,-0.2,-3,2,0,2.1,-0.1,-1,0.6,-2.7
COc1ccc(OC)c(-c2nnc(SCC(=O)N3CCCc4ccccc43)o2)c1,-1.3,1.3,-0.5,-3,-3,-4,-1.2,1.2,0,-1.0,-3.1
CCOC(=O)C1CCN(C(=O)Cn2nc(C)c3c(C)n(-c4ccccc4)nc3c2=O)CC1,-1.0,0.0,2.1,-1,-12,3,-2.3,-0.2,-4,-0.3,0.1
O=C1CSC(c2cn(-c3ccccc3)nc2-c2ccccc2)N1Cc1ccco1 (configuration not stated),-1.7,-0.2,1.2,4,-1,-6,-2.8,-5.4,-4,-0.8,-2.5
COc1ccc(C(=O)NNC(=O)C(=O)NCc2ccccc2)cc1,-0.8,-1.1,-0.3,1,-8,-5,1.7,0.5,-1,0.5,-1.3

# Quoted from the listing:
# SMARCA2 act result of COC(=O)c1sc2nc(SCc3ccccc3C)n(N)c(=O)c2c1C stands at 1
# hcDAF12 agonist result of CCOC(=O)c1c(NC(=O)C2C3C=CC(C3)C2C(=O)O)sc2c1CCC(CC)C2 (configuration not stated) stands at -0.7
# hgDAF-12 ag result of Cc1ccc(S(=O)(=O)N2CCC(C(=O)N3CCc4ccccc43)CC2)cc1C stands at 2.3
# DAX1 inh-1 result of O=C1CC(Nc2cc(=O)[nH]c(=O)[nH]2)C(=O)N1c1ccccc1Cl (configuration not stated) stands at -0.2
# hgDAF-12 ag result of COc1ccccc1CC(O)CC1c2c(cc3c(c2OC)OCO3)CCN1C (configuration not stated) stands at -1.5
# DAX1 inh-1 result of Cc1ccc(S(=O)(=O)N2CCN(C(=O)c3ccccc3)C2C(C)C)cc1 (configuration not stated) stands at -1.1
# ssDAF12 agonist result of CCOC(=O)c1sc(NC(=O)CCCn2nc([N+](=O)[O-])c(Cl)c2C)c(C(=O)OCC)c1C stands at -0.9

# Returning to the listing; the two compounds before the break are reprinted first.
SMILES,ssDAF12 agonist,DAX1 inh-1,PG9 binder,Rev-erbA mod,PLC-beta3 inh,HGIII-sPLA2 inh,hcDAF12 agonist,FXN GAA850 act,SMARCA2 act,DAX1 inh-2,hgDAF-12 ag
O=C1CSC(c2cn(-c3ccccc3)nc2-c2ccccc2)N1Cc1ccco1 (configuration not stated),-1.7,-0.2,1.2,4,-1,-6,-2.8,-5.4,-4,-0.8,-2.5
COc1ccc(C(=O)NNC(=O)C(=O)NCc2ccccc2)cc1,-0.8,-1.1,-0.3,1,-8,-5,1.7,0.5,-1,0.5,-1.3
O=C(CSc1ccccc1C(=O)NCCCN1CCCC1=O)NCc1ccco1,-1.1,2.5,-3.0,0,-4,1,-0.1,-1.9,1,0.1,3.2
O=C(NC(=S)Nc1cccc(Cl)c1N1CCCCC1)c1ccc2c(c1)OCCO2,-1.6,0.3,0.1,1,5,7,1.2,-2.7,-2,0.7,0.1
CC(C)(C)OC(=O)C[C@@H]1C/C=C\C[C@@H](CC(=O)N(CCO)Cc2ccccc2)C(=O)NCCOC1=O,-1.2,0.0,-3.3,0,1,2,-0.7,2.1,-1,0.2,2.1
COc1ccc(C(=O)O)cc1S(=O)(=O)Nc1cccc(C)c1,-1.9,-1.5,-0.4,2,0,3,-1.9,-0.3,-3,0.3,-0.4
O=C(CCNC(=O)Cn1cnc2ccccc2c1=O)NCC1COc2ccccc2O1 (configuration not stated),-1.2,0.1,-0.6,-2,1,6,-1.9,0.2,4,0.2,0.5
CCOc1ccccc1CNS(=O)(=O)c1ccc2c(c1)C(C)(C)C(=O)N2C,-1.0,0.2,-0.6,-3,-2,-2,-1.4,0.0,1,0.5,0.6
